phage Ecoli inh: growth loss of phage-infected E. coli, primary screen, RecBCD inhibitor project, absorbance, with phage, HTS. inhibition, % at 11.9 µM. hit rate 0.26% among 360,000; in the data active means inhibition above about 11%
AddAB inh: growth inhibition of E. coli expressing H. pylori AddAB, primary screen, AddAB inhibitor project, absorbance; inhibition, % at 11.9 µM; hit rate 0.29% among 330,000; AID 435030, 2010; in the data active means inhibition above about 12%;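 further: 0% = vehicle wells of infected cells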
Tat transport: E. coli Tat export inhibitors, primary screen, MC4100, TorA-mCherry reporter, fluorescence, single point; inhibition, % at 10 µM; hit rate 0.036% among 340,000; AID 488895, 2010;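 active means mean replicate inhibition at least 50% and at least half of replicates individually reaching 50%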;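 further: exported cargo escapes ClpAP degradation while cytoplasmic cargo is degraded and loses fluorescence; 0% = median of neutral control wells and 100% = median of NaSCN control wells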
HTR5A inv ag: HTR5A inverse agonists in luminescence cell assay, primary screen, counter-screen for OPRM1-OPRD1 heterodimer inverse agonist project, full-deck HTS; hit rate 0.083% among 340,000; inhibition, % at 9.3 µM; 5-hydroxytryptamine receptor 5A (Homo sapiens), P47898; HTR5A cell line, inverse agonism; AID 504634, 2011; in the data active means inhibition mostly above about 23%, no sharp cut-off; inactive means mostly below about 18%;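 further: 0% = cells with DMSO and 100% = no-cell wells with DMSO; some compounds called inactive have numbers as strong as hits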
Target sequence (P47898 whole entry, looked up): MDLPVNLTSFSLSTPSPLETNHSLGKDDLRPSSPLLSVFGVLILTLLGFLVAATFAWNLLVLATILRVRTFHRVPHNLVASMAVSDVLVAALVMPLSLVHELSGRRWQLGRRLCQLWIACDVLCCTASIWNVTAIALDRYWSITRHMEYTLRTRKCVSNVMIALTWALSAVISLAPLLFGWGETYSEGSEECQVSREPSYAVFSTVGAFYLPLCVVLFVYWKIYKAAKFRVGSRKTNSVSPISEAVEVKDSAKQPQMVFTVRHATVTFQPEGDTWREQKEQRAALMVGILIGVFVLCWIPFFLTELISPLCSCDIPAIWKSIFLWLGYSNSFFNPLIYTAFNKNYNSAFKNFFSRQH
PfHsp90 yeast 2: growth inhibition of PfHsp90-expressing yeast, primary screen, antimalarial PfHsp90 inhibitor project, S. cerevisiae, BacTiter-Glo luminescence, single point, set 2; hit rate 0.32% among 310,000; BacTiter-Glo ATP, 48 h; yeast lacking PDR1 and PDR3 efflux regulators; inhibition, % at 9.4 µM;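 active means every replicate shows inhibition above about 80%, whatever the replicate mean, limit read from the data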;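 further: 0% = DMSO neutral controls and 100% = 20 µM radicicol positive controls; yeast relying on Plasmodium falciparum Hsp90 in place of its own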
MOR-DOR inv ag: inverse agonists of MOR-DOR heterodimerization, primary screen, cell-based, luminescence | inhibition, % at 9.3 µM | hit rate 0.21% among 340,000 | AID 504357, 2011 | cell-based MOR-DOR heterodimer luminescence, inverse agonism; in the data active means inhibition above about 22%, passing the limit was not always enough;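 further: 0% = cells with DMSO and 100% = wells without cells with DMSO; values of inactives mirror those of a sister screen read the other way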
PKA-R1A activ: activators of PKA-R1A holoenzyme, primary screen, biochemical, fluorescence polarization, Cy5-IP20, bovine R1A, mouse PKAc. activation, % at 11.4 µM. hit rate 0.083% among 340,000. PKA-R1A dissociation; scaled: DMSO 0%, 113 µM cGMP 100%;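 active means percent activation above the mean of all tested compounds plus 3 SD, cut at about 19% in these data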;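 further: higher means more PKAc released from R1A so a rise in polarization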
PKA-R2B activ: activators of PKA-R2B holoenzyme, primary screen, biochemical, fluorescence polarization, Cy5-IP20, human; cAMP-dependent protein kinase catalytic subunit beta (Homo sapiens) + cAMP-dependent …; PKA-R2B holoenzyme dissociation; R2B truncated from residue 108, S112A mutant; 0% DMSO only, 100% 113 µM cGMP; hit rate 0.079% among 340,000; activation, % at 11.4 µM;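 active means activation above a cutoff set at the mean over all compounds plus 3 SD, cut at about 18% in these data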;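 further: higher means more holoenzyme dissociation and a rise in polarization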
Target sequence (P31323 whole entry, looked up, other chains not shown, the tested form may be a part): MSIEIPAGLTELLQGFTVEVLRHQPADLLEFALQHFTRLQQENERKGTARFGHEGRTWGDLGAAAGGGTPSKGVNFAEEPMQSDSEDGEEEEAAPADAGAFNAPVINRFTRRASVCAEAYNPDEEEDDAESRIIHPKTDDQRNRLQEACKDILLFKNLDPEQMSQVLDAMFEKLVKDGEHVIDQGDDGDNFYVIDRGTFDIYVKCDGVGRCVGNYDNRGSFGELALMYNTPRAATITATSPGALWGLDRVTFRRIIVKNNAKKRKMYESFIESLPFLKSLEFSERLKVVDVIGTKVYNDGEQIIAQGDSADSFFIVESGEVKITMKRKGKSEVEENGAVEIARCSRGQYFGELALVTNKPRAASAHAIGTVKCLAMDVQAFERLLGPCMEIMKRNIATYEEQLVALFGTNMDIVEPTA
Ecoli viability: E. coli V3065 growth inhibition, primary screen, counter-screen for AddAB inhibitor project, absorbance, OD600 | inhibition, % at 11.9 µM | 18 h | hit rate 0.27% among 330,000;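 active means inhibition above the campaign's mean inhibition across all tested compounds plus 3 SD, cut at about 9.9% in these data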;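 further: uninfected addAB+ strain grown without phage in ampicillin broth; 0% = DMSO wells and 100% = ciprofloxacin 0.95 µg/ml wells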
SUMO Mot1 rescue: yeast Mot1-301 growth rescue at high temperature, primary screen, SUMOylation pathway inhibitor project, S. cerevisiae, ATP luminescence, 38.5C; S. cerevisiae Mot1-301 growth rescue; percent above DMSO median, 100 means doubled; growth rescue, % at 18.8 µM; hit rate 1% among 320,000;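 active means every valid replicate shows activation above 250% relative to neutral control wells; inactive means the rest, any valid replicate at or below 250%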;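 further: OY570 slx delta 5 strain wells were the positive control but not used for scaling; some compounds called inactive have numbers as strong as hits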
OPRM1-OPRD1 ag: agonists of OPRM1-OPRD1 heterodimerization, primary screen, cell-based, luminescence; Mu-type opioid receptor (Homo sapiens) + Delta-type opioid receptor (Homo sapiens), …; AID 504326, 2011; cells; activation, % at 9.3 µM; hit rate 0.3% among 340,000; in the data active means activation above about 18%;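 further: 0% = vehicle-treated cells and 100% = reference agonist; values of inactives mirror those of a sister screen read the other way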
The depositor's hits bear a star; . = not tested or not shown; & = joins results of further samples.

SMILES	phage Ecoli inh	AddAB inh	Tat transport	HTR5A inv ag	PfHsp90 yeast 2	MOR-DOR inv ag	PKA-R1A activ	PKA-R2B activ	Ecoli viability	SUMO Mot1 rescue	OPRM1-OPRD1 ag
O=C(CSc1nnc(C2COc3ccccc3O2)o1)Nc1nccs1 (stereo unspecified)	.	3.3	-5	0	-7	1	-7	-11	-5.2	-10	-0.1
Cc1cc(NC(=O)CSc2nc3c(c(=O)n2C)SCC3)no1	2.8	2.1	-1	3	6	23	-1	-9	-1.0	9	-4.3
COc1ccc(C)cc1NC(=O)CSc1nnc(-c2ccccn2)n1Cc1ccco1	-1.3	0.8	19	23	-27	12	-1	-5	-0.2	4	-2.5
COCCN(C(=O)c1cc(OC)c(OC)c(OC)c1)c1c(N)n(Cc2ccccc2)c(=O)[nH]c1=O	5.3	0.9	8	-13	8	5	-4	5	0.2	7	-1.0
COc1cccc(NC(=O)c2ocnc2C)c1	2.2	-0.3	17	-16	18	14	7	-1	0.0	7	-2.7
O=C(CCc1nc2ccccc2[nH]1)Nc1ccc(F)cc1	4.1	1.9	0	11	.	6	-5	-2	3.3	-14	-1.1
CCCC(=O)Nc1cc(OC)c(C(=O)OC)cc1Cl	-0.5	1.8	2	-2	.	-8	-8	8	1.1	.	1.5
Cc1ccc2nsnc2c1S(=O)(=O)N1CCN(C(=O)C2CCCO2)CC1 (stereo unspecified)	0.6	-2.0	-7	8	2	1	2	1	-2.1	199	-0.1
CC(C)C(=O)NCCc1nc2ccccc2n1CCc1ccccc1	2.7	0.3	0	-19	60	10	-11	1	0.7	-12	-2.2
COc1ccc(OC)c2[nH]c(=O)c(CCNC(=O)C(C)C)cc12	2.1	0.2	-4	-7	2	6	-12	-2	0.5	12	-1.0
CC1(C(=O)N(CC(=O)NC2CCCC2)Cc2ccccc2)CC(=O)N=C2C=CC=CN21 (stereo unspecified)	-0.8	2.0	-6	-30	9	9	2	-3	0.7	107	-1.6
O=C1CCc2cc(NS(=O)(=O)c3ccc([N+](=O)[O-])cc3)cc3c2N1CCC3	3.0	2.5	-13	-5	10	-28	6	15	-1.3	-13	4.3
O=S(=O)(Nc1cccc(-c2ccc(N3CCCCCC3)nn2)c1)c1ccccc1Cl	1.9	3.2	11	-7	-1	3	-1	4	-0.4	11	-0.6
Cc1c(NC=C(C#N)C#N)c(=O)n(-c2ccccc2)n1C	4.0	1.7	-1	7	16	3	0	9	0.2	9	-0.6
CCOc1ccc(S(=O)(=O)N2CCCC(C(=O)NCC3CCCO3)C2)cc1Cl (stereo unspecified)	-2.7	0.4	-3	-3	9	8	-13	-11	-1.3	7	-1.5
COCCCOc1ccnc(CS(=O)c2nc3ccccc3[nH]2)c1C (stereo unspecified)	1.0	-3.0&1.1	-3	13	-3	-6	3	2	0.8&0.1	-17&-6	1.1
Cc1nn2c(-c3cccnc3)ccnc2c1-c1ccccc1	3.6	-0.4	-1	9	-15	0	7	3	-2.3	21	0.1
COc1ccc2cc(C(=O)N(C)CC(=O)Nc3ccccc3Br)ccc2c1	3.5	-0.6	3	16	8	8	-1	0	-1.1	4	-1.9
CCc1cc2ccc(C)cc2nc1SCC(=O)NC1CCCC1	0.2	3.1	8	-9	4	-26	5	-3	-0.4	-10	3.1
O=C(O)CSCC(=O)Nc1cc(C(F)(F)F)ccc1Cl	3.7	3.3	4	6	7	1	-6	-15	0.1	-12	-0.2
COC(=O)c1nn(-c2ccc(C)cc2)ccc1=O	3.4	4.0	1	-9	-5	14	-5	-9	1.6	1	-2.7
COc1cc2sc(-c3ccccc3OC)c(-c3ccc(OCCN4CCOCC4)cc3)c2cc1OC	.	-2.3	-7	-4	15	-28	-2	-7	-2.3	.	5.9
O=C(Nc1cc(S(=O)(=O)N2CCOCC2)ccc1Oc1ccc(F)cc1)C1=COCCO1	5.0	2.2	11	15	33	9	1	-14	0.6	-17	-1.7
O=c1[nH]cc(NCc2ccccc2)c(=O)[nH]1	3.7	.	-1	-2	-2	6	-1	-6	.	.	-1.2
O=C1NC(=O)/C(=C\c2ccc(OCc3ccccc3)cc2)S1	5.8	3.2	-2	-6	8	21	4	1	6.4	0	-3.8
CC(Nc1nc(-c2ccncc2)nc2ccccc12)c1ccccc1 (stereo unspecified)	-0.5	-1.0	1	-12	14	12	-3	-4	-1.2	18	-2.6
Cc1ccc(C(=O)N2CCCC(CCC(=O)N3CCN(c4ccccn4)CC3)C2)cn1 (stereo unspecified)	1.8	0.1	-10	-4	-11	8	-1	-6	-0.9	-8	-1.4
COc1cc(OC)cc(N(C(=O)c2snc(C(N)=O)c2N)C(C(=O)NCC2CCCO2)c2ccc(C)o2)c1 (stereo unspecified)	-0.1	3.8	-2	10	-40	-2	-11	10	-1.1	-8	0.4
COc1ccc(C(=O)C=CNNC(=O)c2ccc(Cl)cc2)cc1	4.5	1.6	-7	4	0	2	1	1	0.2	1	-0.5
CCOC(=O)CSc1nc2ccc(NC(=O)CSc3nnnn3Cc3ccccc3)cc2s1	2.8	1.8	-4	-1	-8	2	8	-15	1.4	7	-0.3
C=CCn1c(SCC(=O)N2CCN(c3ccccc3)CC2)nc2c([nH]c3ccccc32)c1=O	1.1	-0.8	-4	6	-3	-3	-20	-4	0.3	0	0.8
Cc1c(OC(C)C(=O)O)ccc2c(-c3ccccc3)cc(=O)oc12 (stereo unspecified)	-0.9	2.3	7	11	-4	7	-9	-8	-1.2	-4	-1.6
Cc1ccc(C(O)c2nccn2C)o1 (stereo unspecified)	2.0	0.4	3	9	-14	4	-6	5	-0.9	13	-0.7
O=C(CSc1nc2[nH]c(=O)[nH]c(=O)c2s1)Nc1cccc(F)c1	1.2	2.6	-4	-9	-12	8	-6	-6	1.1	-18	-2.0
C/C(CC(=O)NCCCN1CCOCC1)=N\NC(=O)COc1ccc(Cl)cc1	1.2	1.7	-1	-19	-4	5	-6	-10	-0.9	-21	-0.9
CCn1c(SCC(=O)NNC(=O)c2ccc(OC)cc2)nnc1-c1cccnc1	3.2	3.6	-9	17	-7	10	-16	-1	3.6	8	-1.8
COc1cccc(NC(=O)N2CCN(c3cccc(C)c3C)CC2)c1	2.6	-0.2	1	6	.	-5	-5	6	-3.3	28	0.8
Cc1ccc2nc(NC(=O)C3CC(=O)N(Cc4ccco4)C3)sc2c1 (stereo unspecified)	3.4	3.0	1	8	-27	-6	5	6	-0.1	2	0.8
COc1ccc(C(c2c(C)n(C)n(-c3ccccc3)c2=O)c2c(C)n(C)n(-c3ccccc3)c2=O)cc1	1.6	-0.9	-9	-5	12	16	-2	0	-0.8	-8	-3.1
CS(=O)(=O)c1ccc2nc(NC(=O)c3cccc(NS(=O)(=O)c4ccc(F)c(F)c4)c3)sc2c1	2.4	3.2	-2	-24	-10	-17	-8	-9	-2.4	-22	3.5

A few values from the list:
COc1ccc(C(c2c(C)n(C)n(-c3ccccc3)c2=O)c2c(C)n(C)n(-c3ccccc3)c2=O)cc1 @ PKA-R2B activ: 0
Cc1c(NC=C(C#N)C#N)c(=O)n(-c2ccccc2)n1C @ OPRM1-OPRD1 ag: -0.6

(listing goes on)
SMILES	phage Ecoli inh	AddAB inh	Tat transport	HTR5A inv ag	PfHsp90 yeast 2	MOR-DOR inv ag	PKA-R1A activ	PKA-R2B activ	Ecoli viability	SUMO Mot1 rescue	OPRM1-OPRD1 ag
CCC(CC)C(=O)Nc1cc([N+](=O)[O-])ccc1Cl	3.8	-0.1	-6	-10	-60	11	-20	-2	-0.9	-4	-1.7
COc1ccc(OC)c(S(=O)(=O)Nc2cc3c4c(c2)CCN4C(=O)CC3)c1	2.3	0.9	8	5	-7	4	-3	-8	3.4	-6	-0.6
Cn1c(=O)c2[nH]c(CCCC(=O)O)nc2n(Cc2ccccc2)c1=S	0.4	2.2	-5	-17	7	5	7	-10	-3.6	-2	-1.0
O=C(NNS(=O)(=O)c1ccccc1)c1csc(-c2cccnc2)n1	1.6	2.7	29	20	13	1	-19	-14	4.6	-8	-0.1
COc1ccccc1CN1CCN(C(=O)c2ccco2)CC1	1.5	2.1	-7	-24	4	-12	10	-4	1.2	6	2.3
CC(=O)Nc1ccccc1Nc1nc(NCCO)nc(N2CCCC2)n1	-3.3	-0.9	-1	7	0	19	-2	-5	0.5	1	-3.6
COCCNC(=O)C(c1ccc(F)cc1)N(C(=O)CCC(=O)Nc1nccs1)c1cccc(C)c1 (stereo unspecified)	2.0	-2.5	0	-4	-1	10	-2	-7	-2.5	-6	-1.9
CC1Cn2c(nnc2-c2ccc(F)cc2)S1 (stereo unspecified)	2.7	1.6	-6	8	-20	11	-2	0	-0.3	7	-2.2
Cc1occc1-c1nnc(SCC(=O)N2CCN(c3ccccc3)CC2)n1C	1.0	1.7	-11	12	-8	7	-3	-6	0.2	495*	-1.1
Cc1cccc(NC(=O)CN(C)S(=O)(=O)c2ccc(Br)cc2)n1	2.0	1.0	-1	-3	.	8	6	12	2.0	-8	-1.5
COc1ccc(C(=O)CC(=O)C(=O)Nc2c(C)cccc2C)cc1	4.9	0.7	-9	9	11	-2	3	4	0.1	4	0.5
Cc1cc(OCC(=O)NCCCN2CCOCC2)c2c(C)c(C)c(=O)oc2c1	-0.2	-2.3	-7	-5	11	5	0	1	-2.7	1	-0.9
C=CCn1c(=O)c2ccccc2n2c(SCC(=O)NCCc3ccccc3)nnc12	2.2	5.6	4	-5	0	14	-10	-3	1.4	0	-2.3
CCOC(=O)c1cc(NC(=O)N(CC)C2CCCCC2)c(C)nc1C	.	-0.9	0	-1	13	4	-2	-8	-1.7	-4	-0.8
Cc1ccc(C(=O)NCCCCNC(=O)c2ccc(C)o2)o1	3.9	2.2	-13	5	6	8	-9	10	1.4	168	-1.4
Cc1cccc(N2CCN(C(=O)NC3CCCCC3)CC2)c1C	1.3	-0.4	-7	-9	0	-23	-5	0	3.7	5	5.0
CCc1ccc(/C=C(\C)C(=O)c2c(C)cc(C)[nH]c2=O)cc1	4.0	0.0	2	7	5	6	-10	-8	1.3	0	-0.9
CC(Sc1nnnn1C1CC1)C(=O)N1c2ccccc2NC(=O)C1(C)C (stereo unspecified)	1.5	0.2	0	5	-13	7	2	-6	1.9	-12	-1.6
CN1CCC(C(=O)N2CCCC(C(=O)c3ccc4c5c(cccc35)CC4)C2)CC1 (stereo unspecified)	5.0	1.9	-8	13	3	8	1	-2	-13	7	-1.6
COc1ccc(CC(=O)NNC(=O)c2cccs2)cc1OC	-1.0	2.4	-3	10	7	13	-2	-1	-0.8	10	-2.5

Screening results as filed in PubChem.
